# XiGFP reactiv – activators of X-chromosome reactivation in mouse fibroblasts | XiGFP mouse fibroblasts, % GFP-positive cells imaging, 3 d; cells co-treated with 5-aza-dC sensitizer; scaled so ellipticine positive control = 100% | activation, % at 7.58 µM | 360,000 tested, 0.055% active;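 active = mean normalized replicate activation at least 10% and every replicate at or above 10%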;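 also: 0% = median of on-plate neutral control wells and 100% = ellipticine 6 µM median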
#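 Material: XiGFP fibroblasts, SV40-immortalized; Buffer or medium: DMEM containing 5-aza-dC; Compound dosing: single point; Times: 3 days compound exposure.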
# ERAP1 inh – inhibitors of human ERAP1 aminopeptidase; AID 652197; Q9NZ08; inhibition, % at 10.7 µM; 340,000 tested, 0.15% active; recombinant ERAP1, Leu-AMC fluorescence, 60 min;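 active = mean replicate inhibition of at least 30%, or all replicates individually reaching that 30% level; inactive = mean below 30% and not every replicate reaching it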;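 also: 0% = neutral control wells and 100% = L-leucinethiol positive control wells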
# Cneo AK release – Cryptococcus neoformans lysis via adenylate kinase release | lysis activity, % at 15 µM | 360,000 tested, 0.2% active | C. neoformans lysis, adenylate kinase release luminescence, 4 h; normalised: neutral wells 0, clomiphene wells 100;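 active = mean lysis activity across replicates of at least 80%, whatever share of replicates individually reach that level; inactive = mean lysis activity below 80%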
#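 Assay system: Cryptococcus neoformans yeast cells / Dosing: single-point compound dose / Timing: 4 h at 37 °C static, read 1 h later / Measured by: luminescence of released adenylate kinase using an AK detection reagent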
# SIRT5 block – blocks human SIRT5 desuccinylation of peptide; Purified SirT5, succinyl-peptide AMC, trypsin-coupled fluorescence; 330,000 tested, 1.1% active; Q9NXA8; inhibition, % at 15 µM; in the data active = inhibition above about 15%
# Target sequence (Q9NXA8 whole entry, looked up): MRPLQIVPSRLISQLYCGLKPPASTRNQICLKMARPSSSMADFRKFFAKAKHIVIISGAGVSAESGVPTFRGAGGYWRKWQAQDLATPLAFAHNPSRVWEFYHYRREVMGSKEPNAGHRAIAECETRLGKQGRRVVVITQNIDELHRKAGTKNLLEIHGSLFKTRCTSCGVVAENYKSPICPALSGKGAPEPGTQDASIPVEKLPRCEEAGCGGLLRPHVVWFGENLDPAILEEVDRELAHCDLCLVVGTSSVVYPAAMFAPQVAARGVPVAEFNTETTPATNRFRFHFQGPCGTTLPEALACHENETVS
# PGC1a acetyl inh – PGC1a acetylation modulation, inhibitor mode. inhibition, % at 15.6 µM. AID 651687. U2OS PGC1a acetylation, AlphaScreen anti-acetyl-lysine; with virally co-expressed GCN5 acetyltransferase. 350,000 tested, 0.17% active;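 active = every replicate shows inhibition of at least 40%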;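 also: 0% = neutral control wells and 100% = positive control wells; some results beyond the cut were filed as inactive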
# C2C12 statin – protects C2C12 myotubes from simvastatin toxicity; ATP luminescence, 48 h; scaled: DMSO 0, geranylgeraniol control 100; 330,000 tested, 0.78% active; rescue of ATP level, % at 7.49 µM;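 active = mean ATP rescue above about 67%, or every replicate alone reaching that limit, limit read from the data, passing the limit was not always enough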;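 also: myotubes were challenged with 10 µM simvastatin during compound exposure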
# LGR2 antag – inhibitors of bursicon-induced Drosophila LGR2 receptor cAMP signaling. inhibition, % at 9.99 µM. HEK293 LGR2, CRE-luciferase, bursicon-stimulated, 4 h. 380,000 tested, 0.35% active. AID 720647;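 active = drop in luminescence signal, shown as inhibition above about 50% in the replicate tests, limit read from the data, passing the limit was not always enough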;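 also: agonist challenge used bursicon conditioned medium at about half maximal strength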
# S100A4 MyoIIA – inhibitors of human S100A4 binding to myosin IIA peptide | P26447 | S100A4/TAMRA-MyoIIA peptide fluorescence polarization | inhibition, % at 10.7 µM | 360,000 tested, 0.14% active | AID 652163;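 active = mean inhibition of at least 70% across replicates, with every replicate also reaching that level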
# Target sequence (P26447 whole entry, looked up): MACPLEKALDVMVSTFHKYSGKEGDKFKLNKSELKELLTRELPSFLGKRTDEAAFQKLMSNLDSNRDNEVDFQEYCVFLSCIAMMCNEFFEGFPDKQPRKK
#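 Assay system: human S100A4 monomer with TAMRA-labelled myosin IIA peptide / Buffer or medium: Calcium-containing HEPES buffer, pH 7.2 / Reagent: TAMRA-labelled myosin IIA heavy-chain peptide probe, 5 nM / Compound: one dose per compound / Timing: polarization read 5 min after assay mix addition, stable 5–60 min / Benchmarks: neutral control DMSO, positive control TFP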
# Numbers without * were called inactive; . = no result given. This is a subset (hit frequency here may not be typical).
SMILES,XiGFP reactiv,ERAP1 inh,Cneo AK release,SIRT5 block,PGC1a acetyl inh,C2C12 statin,LGR2 antag,S100A4 MyoIIA
Cc1ccccc1S(=O)(=O)N[C@H]1CC[C@@H](CCn2cc(Cc3ccccc3)nn2)O[C@@H]1CO,-0.2,3.1,10.6,1.9,-20.6,-0.4,-9.0,-5.0
Cc1cc(C(=O)Nc2cccc3c2O[C@@H](CN(C)CC2CCCCC2)[C@@H](C)CN([C@H](C)CO)C3=O)n(C)n1,0.0,-0.3,-4.1,-0.8,-19.9,-6.3,-3.7,-26.1
COc1ccc(CC(=O)N/N=C/c2ccc(-c3cccc(C(=O)O)c3)o2)cc1OC,-0.1,-0.3,-4.1,1.8,5.2,7.5,7.5,5.0
Cc1occc1C(=O)N/N=C/C=C/c1ccccc1[N+](=O)[O-],0.0,-2.6,.,5.0,.,.,-11.1,5.5
Cc1cccc(N(Cc2ccccc2)C(=O)C2CCN(C(=O)c3ccccc3C)CC2)c1,0.0,-0.2,-0.5,1.4,-5.7,6.5,-5.2,-4.3
CC1CCCCC12NC(=O)N(CC(=O)Nc1ccc(S(=O)(=O)Nc3ncccn3)cc1)C2=O (stereo unspecified),-0.1,0.5,0.6,-0.7,-2.5,-2.2,-8.2,-1.2
COC(=O)/C=C1\N/C(=N\c2nc(C)cc(C)n2)N(c2ccccc2)C1=O,-0.1,4.6,7.7,0.3,-10.2,.,12.8,-3.7
CN(C)CCCNC(=O)C[C@H]1CC[C@@H](NS(=O)(=O)c2ccccc2)[C@H](CO)O1,0.0,-0.8,12.2,2.4,-0.3,-0.6,13.2,2.8
C[C@@H]1CN([C@H](C)CO)C(=O)c2cc(NS(=O)(=O)c3ccc(F)cc3)ccc2O[C@@H](C)CCCCO[C@H]1CN(C)S(=O)(=O)c1ccc(F)cc1,0.2,-2.0,.,.,-6.3,.,3.5,1.1
CO[C@H]1CN(C)C(=O)c2ccc(NC(C)=O)cc2OC[C@H](C)N(Cc2cccnc2)C[C@H]1C,0.0,.,.,.,2.6,4.3,3.0,.
COc1cccc(S(=O)(=O)N2C[C@H](O)COC[C@@H]3O[C@H](CC(=O)N4CCCCC4)CC[C@H]32)c1,0.6,-6.9,-5.5,0.9,-8.0,-3.9,7.7,7.7
CCC(c1nnnn1CCc1ccccc1)N(Cc1ccco1)Cc1cc2cccc(C)c2[nH]c1=O (stereo unspecified),.,.,1.7,.,-12.6,6.6,13.5,.
CCOC(=O)[C@@H]1[C@H]2COc3ccccc3[C@H]2N2C(=O)N(c3cccc(Cl)c3)C(=O)[C@]12C,0.4,-1.4,-1.2,.,-0.4,1.0,-16.2,-1.3
O=C(c1ccc2c(c1)OCO2)N1CCC2(CC1)Oc1ccc(F)cc1C(=O)C21CC(c2ccccc2)=NO1 (stereo unspecified),0.0,-1.5,6.7,.,.,12.5,0.9,-2.2
CO[C@H]1CN(C)C(=O)c2ccc(NC(=O)c3nc4ccccc4s3)cc2OC[C@H](C)NC[C@H]1C,0.0,.,-0.1,1.9,-19.2,3.7,-7.8,-4.2
COc1ccc(-n2cc(CNC3CCN(C)CC3)c(-c3cccc(F)c3)n2)cc1,0.1,0.6,.,-10.0,-16.1,.,18.5,-1.3
O=C(Nc1nnc(C2CC2)o1)c1ccc(S(=O)(=O)N2CCCc3ccccc32)cc1,0.5,0.6,-0.4,0.2,-7.0,-33.2,3.4,2.4
COC(=O)c1cc(Br)ccc1NC(=O)Nc1ccccc1,0.0,-3.7,-0.5,-2.1,.,8.1,0.8,1.4
CCCCC(=O)Nc1ccc(C(=O)NCCc2ccccc2)cc1,0.4,.,9.7,.,-7.4,.,-15.0,.
COc1cccc(C(=O)N2CCN(C3CCCCC3)CC2)c1,0.1,1.8,-3.0,-0.6,-29.6,3.4,21.3,0.5
Cc1cccc(-c2n[nH]c(=S)n2/N=C/c2ccc(C)o2)c1,0.0,1.1,.,1.4,.,.,10.0,1.7
COc1ccc2c3c([nH]c2c1)[C@@H](CO)N(Cc1ccccc1OC)CC31CN(S(=O)(=O)c2ccccc2)C1,0.3,2.4,.,-1.3,.,.,8.6,0.3
COc1ccc(NC(=O)N[C@@H](Cc2ccccc2)C(=O)NN)cc1,1.4,1.4,.,-3.1,.,.,-8.8,-4.8
Cc1ccccc1CNC(=O)c1ccccc1SCC(=O)NCc1ccco1,0.2,0.1,0.4,-1.3,.,2.9,4.6,-7.7

# Some of the entries above in a different format:
# Each structure is followed by: XiGFP reactiv	ERAP1 inh	Cneo AK release	SIRT5 block	PGC1a acetyl inh	C2C12 statin	LGR2 antag	S100A4 MyoIIA
COC(=O)c1cc(Br)ccc1NC(=O)Nc1ccccc1
  0.0	-3.7	-0.5	-2.1	.	8.1	0.8	1.4
CCOC(=O)[C@@H]1[C@H]2COc3ccccc3[C@H]2N2C(=O)N(c3cccc(Cl)c3)C(=O)[C@]12C
  0.4	-1.4	-1.2	.	-0.4	1.0	-16.2	-1.3
COc1ccc(-n2cc(CNC3CCN(C)CC3)c(-c3cccc(F)c3)n2)cc1
  0.1	0.6	.	-10.0	-16.1	.	18.5	-1.3
O=C(c1ccc2c(c1)OCO2)N1CCC2(CC1)Oc1ccc(F)cc1C(=O)C21CC(c2ccccc2)=NO1 (stereo unspecified)
  0.0	-1.5	6.7	.	.	12.5	0.9	-2.2
Cc1ccccc1CNC(=O)c1ccccc1SCC(=O)NCc1ccco1
  0.2	0.1	0.4	-1.3	.	2.9	4.6	-7.7

# Remaining list, next part:
SMILES,XiGFP reactiv,ERAP1 inh,Cneo AK release,SIRT5 block,PGC1a acetyl inh,C2C12 statin,LGR2 antag,S100A4 MyoIIA
CCOC(=O)c1c(NC(=O)Nc2cccc(Cl)c2)sc(C)c1C,.,1.0,2.6,-4.6,-16.6,-17.4,0.5,14.5
C=CCNC(=O)c1ccc(S(=O)(=O)CC)c(Cl)c1Cl,0.7,-0.8,.,-1.2,10.2,.,.,5.3
CSc1nc(C)cc(C)c1S(=O)(=O)c1ccccc1C,.,.,0.3,.,3.2,36.5,-8.7,.
O=C(Cn1cnc2c(oc3nc4c(cc32)CCCC4)c1=O)Nc1cccc(Cl)c1,0.1,-0.4,0.5,-2.5,.,-14.7,-12.9,-0.7
CCN(CC)S(=O)(=O)c1cccc(N=Nc2sc(N)nc2C)c1,0.0,-4.3,-0.4,-2.3,4.4,-7.3,4.4,-1.5
O=C(CN1C(=O)c2ccccc2C1=O)Nc1ccc(N2CCOCC2)cc1,.,3.5,-1.4,-0.3,-4.1,-14.1,.,0.0
O=C(CCCN1C(=O)/C(=C/c2ccco2)SC1=S)Nc1ccccc1,-0.1,.,1.5,.,5.4,1.4,11.6,.
COc1ccc(S(=O)(=O)N2CCN(Cc3cc(OC)c(OC)cc3OC)CC2)cc1,0.0,-0.1,-1.0,1.0,-6.8,-10.9,-3.9,-3.9
CSc1ccc(/C=C(/Sc2nnc(-c3ccccc3)o2)C(=O)O)cc1,0.2,9.9,-2.7,.,1.6,.,-19.0,-3.2
CCCN1[C@H](C(=O)OC)[C@@H](CO)[C@@H]2Cn3c(ccc(-c4cccnc4)c3=O)[C@@H]21,0.5,-2.2,.,1.3,2.1,.,9.9,6.7
Cc1csc(NC(=O)CSc2ccc(-c3ccc(F)cc3)nn2)n1,0.0,3.4,.,0.9,-19.7,.,-6.5,7.5
Cc1ccc(C2(c3ccc(C)cc3)NC(=O)N(CC(N)=O)C2=O)cc1,0.2,1.6,0.8,-0.9,-5.1,3.5,15.9,12.4
C/C(CC(=O)Nc1ccc2c(c1)OCCO2)=N\NC(=O)C(=O)Nc1ccccc1C,0.1,6.1,.,-2.4,.,.,-10.9,-15.9
Cc1cc(C)c(O)c(C(=O)CC2CC(=O)NC(=O)C2)c1,.,-4.3,.,0.3,.,.,64.6*,-2.2
O=C(Nc1ccc(NC(=O)c2cccc([N+](=O)[O-])c2)cc1)c1cccc([N+](=O)[O-])c1,0.2,.,-0.9,-0.7,-2.6,-10.0,-19.1,-4.6
CO[C@H]1CN(C)C(=O)c2cc(NC(=O)C3CC3)ccc2OC[C@H](C)N(C)C[C@@H]1C,-0.3,.,-10.7,-2.2,3.6,-4.1,-13.2,.
CCCC(=O)NC(c1ccc(C(C)C)cc1)c1ccc2cccnc2c1O (stereo unspecified),0.0,-3.6,-4.3,-0.2,.,44.3,22.5,-6.7
COc1ccc(C(=O)O/N=C(\N)Cc2ccc(Cl)c(Cl)c2)cc1OC,-0.1,-0.1,.,-8.8,-7.0,.,.,1.9
Cc1n[nH]c(=O)c2c(NC(=O)COC(=O)COc3cccc(Br)c3)oc(C)c12,0.0,-0.1,-3.2,-4.3,1.3,-2.2,-3.2,29.6
COc1ccc(S(=O)(=O)NCCSc2ccc(Cl)cc2)cc1OC,.,-1.3,-0.4,-1.7,-0.4,8.4,-17.2,-13.5
COc1ccc(NC(=O)Nc2ccc3c(c2)CC(=O)N([C@@H](C)CO)C[C@H](C)[C@@H](CN(C)Cc2ccccc2)O3)cc1,-1.0,-1.9,54.6,6.5,0.7,8.0,12.1,-5.9
CCCn1c(N)c(C(=O)CSc2nc3ncc(Cl)cc3[nH]2)c(=O)n(C)c1=O,0.2,0.3,0.3,-5.1,6.2,-4.2,-5.6,0.3
CCOC(=O)CSc1nc2cc(C(=O)OC)ccc2c(=O)n1CCN1CCOCC1,.,-0.8,0.6,-2.4,.,3.1,-9.1,2.6
Oc1ccc(/C=N/N=C/c2ccc(O)cc2)cc1,0.0,0.8,.,1.5,-9.9,0.5,-88.4,7.0
COc1ccccc1-c1ccc2c(c1)O[C@H](CN(C)S(=O)(=O)c1ccc(F)cc1)[C@H](C)CN([C@@H](C)CO)S2(=O)=O,-0.8,-1.7,-8.5,18.0*,-1.9,-5.5,17.5,-4.0
CCCn1c(NCc2ccco2)nc2ccccc21,.,3.0,1.8,-0.1,-2.7,-1.9,-3.7,-2.1
Cc1ccnc(NC(=O)C(C)N2C(=O)c3ccccc3C2=O)c1 (stereo unspecified),0.0,5.8,.,2.5,.,.,-6.0,7.1
O=C(Nc1ccc(C(F)(F)F)cc1)N[C@@H]1CC[C@@H](CCNC(=O)c2ccccc2F)O[C@H]1CO,0.1,-1.6,7.5,8.0,7.4,-15.1,-32.7,-4.0

# A draw from above in order of SMILES length, falling:
SMILES,XiGFP reactiv,ERAP1 inh,Cneo AK release,SIRT5 block,PGC1a acetyl inh,C2C12 statin,LGR2 antag,S100A4 MyoIIA
O=C(Nc1ccc(C(F)(F)F)cc1)N[C@@H]1CC[C@@H](CCNC(=O)c2ccccc2F)O[C@H]1CO,0.1,-1.6,7.5,8.0,7.4,-15.1,-32.7,-4.0
CCOC(=O)CSc1nc2cc(C(=O)OC)ccc2c(=O)n1CCN1CCOCC1,.,-0.8,0.6,-2.4,.,3.1,-9.1,2.6
CCCn1c(NCc2ccco2)nc2ccccc21,.,3.0,1.8,-0.1,-2.7,-1.9,-3.7,-2.1

# Screening data: PubChem BioAssay, Broad Institute
